From PubChem BioAssay
PP1 counter: counter-screen for PP5 inhibitors: inhibitors of human PP1-alpha. P62136. purified PP1alpha, OMFP fluorescence. inhibition, % at 6.7 µM. 320,000 compounds, 0.9% hits. AID 2235;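 active = inhibition above the mean inhibition of all tested compounds plus 3 SD, computed separately for each screening campaign, cut at about 15% in these data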
Target sequence (P62136 whole entry, looked up): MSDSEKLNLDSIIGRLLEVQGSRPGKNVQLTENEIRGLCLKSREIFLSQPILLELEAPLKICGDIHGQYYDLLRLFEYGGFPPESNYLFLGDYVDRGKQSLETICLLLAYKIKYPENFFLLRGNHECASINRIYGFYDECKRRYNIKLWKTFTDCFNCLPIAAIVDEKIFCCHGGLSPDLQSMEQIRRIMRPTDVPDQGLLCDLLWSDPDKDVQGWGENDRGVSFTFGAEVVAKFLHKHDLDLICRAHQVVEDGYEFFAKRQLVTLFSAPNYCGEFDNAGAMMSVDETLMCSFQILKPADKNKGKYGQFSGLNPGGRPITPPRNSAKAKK
Efflux pump mplx: blocks antifungal efflux pumps in multiplex yeast assay; S. cerevisiae Candida pump triplex, Nile Red efflux; inhibition, % at 10 µM; 330,000 compounds, 0.44% hits; AID 485275;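 active = plate passing quality check with inhibition over a set limit, or well fluorescence over plate mean plus 4 SD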;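 note: Nile Red retained in pooled yeast measured as flow cytometry median fluorescence; 0% = buffer negative control and 100% = Enniatin B positive control; higher means more Nile Red kept so more efflux inhibition; some compounds called inactive have numbers as strong as hits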
PP5 primary: inhibitors of human protein phosphatase 5 (PP5); P53041; purified PP5c, OMFP substrate fluorescence; inhibition, % at 6.7 µM; 320,000 compounds, 0.18% hits; AID 1987;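 active = inhibition above the campaign's mean inhibition across all tested compounds plus 3 SD, cut at about 9.5% in these data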;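 note: 0% = DMSO only and 100% = 100 µM cantharidin control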
procasp3 activ: activators of human procaspase-3; activation, % at 8.5 µM; P42574; 330,000 compounds, 0.11% hits; recombinant procaspase-3 D3A, Ac-DEVD-pNA absorbance 405 nm; AID 463141;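 active = activation above the mean of all tested compounds plus 3 SD, cut at about 21% in these data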;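 note: 0% = DMSO alone and 100% = DMSO wells spiked with extra 5 µM PC-3 D3A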
Target sequence (P42574 whole entry D9A/D28A/D175A): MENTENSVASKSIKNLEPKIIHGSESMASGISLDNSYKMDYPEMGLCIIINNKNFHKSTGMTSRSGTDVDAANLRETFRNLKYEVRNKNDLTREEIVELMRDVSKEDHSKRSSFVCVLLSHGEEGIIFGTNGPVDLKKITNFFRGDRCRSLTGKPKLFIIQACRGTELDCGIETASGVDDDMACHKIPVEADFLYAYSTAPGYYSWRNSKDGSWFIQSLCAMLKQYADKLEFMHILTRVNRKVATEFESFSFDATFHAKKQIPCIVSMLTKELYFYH
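Test system: Procaspase-3 D3A mutant; medium: Zinc-free HEPES/NaCl buffer with 0.01% Triton X-100 at pH 7.4; reagent: DEVD-pNA substrate; doses: one concentration, 8.5 µM nominal, 0.8% DMSO; times: 1 h preincubation plus 2 h reaction at 25 °C; signal: Epi-absorbance at 405 nm of released p-nitroaniline, 0 and 120 min; replicates: singlicate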
TPT1 inhibitor: C. albicans TPT1 enzyme inhibition; recombinant caTPT1, FP RNA substrate dephosphorylation; inhibition, % at 5 µM; 300,000 compounds, 0.81% hits;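 active = inhibition above the mean of all tested compounds plus 3 SD, set per screening campaign, cut at about 24% in these data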;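 note: plate controls were DMSO alone for no effect and ferristatin control at 100 nM for full effect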
Fh CTSL1 inh: cathepsin L1 inhibition, PFM18AAP counter-screen; AID 1906; inhibition, % at 5.96 µM; recombinant F. hepatica cathepsin L1, Z-Leu-Arg-MCA fluorescence; 300,000 compounds, 0.49% hits;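 active = inhibition above the mean of all tested compounds plus 3 SD, set per screening campaign, cut at about 17% in these data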;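 note: 0% = plate median of test compound wells and 100% = 1 µM Z-Phe-Ala-diazomethylketone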
procasp7 counter: counter-screen for procaspase-3 activators: activators of human procaspase-7 | recombinant procaspase-7, Ac-DEVD-pNA absorbance 405 nm; D23A/D198A/D206A triple mutant, cannot self-cleave; scale: DMSO 0, 5 µM enzyme 100 | P55210 | activation, % at 8.5 µM | AID 463210 | 330,000 compounds, 0.093% hits;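 active = percent activation above the screen-wide mean plus 3 SD, cut at about 25% in these data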
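System: Procaspase-7 triple mutant (PC-7 D3A); measure: % activation from two-timepoint absorbance difference, scaled to controls; times: 1 h compound preincubation, 2 h substrate cleavage, 25 °C; also added: Ac-DEVD-pNA substrate, 400 µM as added; measured by: Epi-absorbance of released pNA at 405 nm, two timepoints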
core dimer inh: blocks dimerization of HCV core protein | 300,000 compounds, 0.33% hits | TR-FRET GST/Flag-core106 dimerization, 1536-well | AID 1899 | inhibition, % at 5 µM;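 active = inhibition above the mean of all tested compounds plus 3 SD, set per screening campaign, cut at about 45% in these data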
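test system = GST/Flag-tagged HCV core106 proteins | probe or stimulus = Eu donor and XL665 acceptor anti-tag antibodies | times = compound-protein-antibody incubation 4 h at 22.5 °C | signal = TR-FRET, excitation 340 nm, emission 617 and 671 nm | measure = percent inhibition of core106 dimerization signal | controls = wells lacking GST-core106 and wells with excess unlabelled core106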
JMJD2C inh: human JMJD2C demethylase inhibition; Q9H3R0; GST-JMJD2C(1-420) H3K9me3 demethylation, DELFIA europium; inhibition, % at 2.35 µM; 330,000 compounds, 0.069% hits; AID 2099;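 active = more than half of a compound's replicate wells show inhibition beyond 50%, single wells judged on their own value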;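 note: signal counts dimethyl H3K9 product captured on neutravidin plate; 0% = median of DMSO wells and 100% = 0.3 times that DMSO median; strong numbers were not always called active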
Target sequence (Q9H3R0 1-420 limits assumed): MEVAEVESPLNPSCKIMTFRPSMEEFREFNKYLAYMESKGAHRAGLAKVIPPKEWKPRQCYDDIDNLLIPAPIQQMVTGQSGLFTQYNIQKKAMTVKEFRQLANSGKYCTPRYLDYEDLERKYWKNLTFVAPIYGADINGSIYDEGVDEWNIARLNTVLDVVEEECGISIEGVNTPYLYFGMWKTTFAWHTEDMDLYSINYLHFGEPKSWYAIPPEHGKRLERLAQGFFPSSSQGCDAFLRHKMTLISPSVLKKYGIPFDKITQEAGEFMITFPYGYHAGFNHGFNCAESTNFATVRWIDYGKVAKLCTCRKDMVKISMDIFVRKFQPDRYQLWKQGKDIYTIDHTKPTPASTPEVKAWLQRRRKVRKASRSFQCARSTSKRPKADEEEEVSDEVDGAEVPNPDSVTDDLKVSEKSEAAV
Starred values were filed as active, the others as inactive; · = no result given; & = joins results of further samples.

Sample of the layout, 2 compounds:
SMILES | PP1 counter | Efflux pump mplx | PP5 primary | procasp3 activ | TPT1 inhibitor | Fh CTSL1 inh | procasp7 counter | core dimer inh | JMJD2C inh
CC(=O)c1cccc(NC(=O)COC(=O)c2ccc3c(c2)OCCO3)c1 | -2 | 0.0 | -2.8 | 2 | 2 | -3 | 2 | 4 | -7
CC(C)(C)OC(=O)NCCCCCNC(=O)c1[nH]cnc1C(=O)Nc1cccc(Cl)c1 | -8 | -0.1 | 1.9 | 11 | · | · | 9 | · | -3

This part in full (from the top)
SMILES | PP1 counter | Efflux pump mplx | PP5 primary | procasp3 activ | TPT1 inhibitor | Fh CTSL1 inh | procasp7 counter | core dimer inh | JMJD2C inh
CC(=O)c1cccc(NC(=O)COC(=O)c2ccc3c(c2)OCCO3)c1 | -2 | 0.0 | -2.8 | 2 | 2 | -3 | 2 | 4 | -7
CC(C)(C)OC(=O)NCCCCCNC(=O)c1[nH]cnc1C(=O)Nc1cccc(Cl)c1 | -8 | -0.1 | 1.9 | 11 | · | · | 9 | · | -3
CCOC(=O)c1c(NC(N)=O)nc2n1CCC2 | -3 | 0.1 | 2.1 | 4 | -1 | 4 | -2 | 4 | 2
Cn1c(SCCCC(=O)c2ccccc2)nnc1-c1ccncc1 | 3 | -0.1 | 0.9 | 2 | -5 | 5 | 9 | -14 | -26
COc1ccc(CC(=O)Nc2ccccc2C(=O)NCCc2ccccc2)cc1 | -4 | 0.2 | 4.1 | -2 | 0 | -6 | -7 | 3 | 2
CCOc1ccccc1CN(CCc1ccc2c(c1)OCO2)Cc1ccccn1 | 7 | 0.0 | 2.3 | -2 | -1 | 1 | 5 | 2 | -4
Cc1cc2nc(C(C)(C)C)cc(N)n2n1 | -2 | -0.1 | -2.4 | 5 | 0 | 0 | 4 | -3 | -5
CCOC(=O)C1CCCN(C(=O)CN2C(=O)COc3ccc(C(C)(C)C)cc32)C1 (stereo not given) | -1 | 0.1 | 1.8 | 3 | 7 | -1 | 1 | 0 | -8
O=Cc1c(NCc2ccccc2Cl)c2ccccc2[nH]c1=O | 1 | 0.0 | 0.8 | 4 | -3 | 2 | 0 | 4 | 20
COc1cc(-c2nnc(SCC(=O)N(C)C3CCS(=O)(=O)C3)o2)cc(OC)c1OC (stereo not given) | -5 | 0.2 | -3.1 | 3 | 3 | -8 | 16 | 3 | -15
OCCC1CN(Cc2ccncc2)CCN1C1CCCC1 (stereo not given) | 0 | 0.0 | -0.8 | 1 | -3 | 1 | 4 | -7 | 1
O=C(Nc1nc(-c2ccncc2)cs1)C1COc2ccccc2O1 (stereo not given) | 9 | 0.1 | 4.2 | -13 | -2 | -1 | -20 | 3 | -13
O=C(c1ccccc1[N+](=O)[O-])N1CCC(Cc2ccccc2)CC1 | 0 | 0.6 | 3.3 | -8 | -5 | -7 | -7 | -1 | 2
Cc1ccc(CS(=O)(=O)Cc2ccc(C(=O)NC3CCCCCC3)o2)cc1 | -6 | 0.2 | 6.2 | -1 | 2 | 2 | 5 | 0 | -9
Cc1ccc(NS(=O)(=O)c2cc(Br)cnc2N)cc1C | -2 | 0.0 | 1.7 | -2 | -1 | 3 | 4 | -3 | -46
CC(CN1CCCC1)OC(=O)c1ccc(Br)cc1 (stereo not given) | -2 | -0.1 | -0.2 | 3 | -1 | 1 | 5 | 1 | -10
COc1ccc(C2NC(=O)NC(C)=C2C(=O)OC2CCCCC2)cc1OC (stereo not given) | -2 | -0.1 | 1.3 | 1 | 2 | 0 | 18 | 6 | -33
Cc1ccc(C(=O)Nc2ccccc2C(=O)NC2CCCCC2)cc1S(=O)(=O)N1CCOCC1 | -4 | 0.0 | 1.2 | 1 | 1 | 1 | -7 | 7 | 0&8
CN1CCN(C(=O)CSc2ccc(Cl)cc2)CC1 | -2 | -0.1 | -1.1 | 3 | -2 | 1 | -14 | -9 | -4
O=C(NC(=S)Nc1ccc(N2CCOCC2)cc1)c1ccc(Cl)cc1 | 2 | 0.4 | -0.4 | -7 | 19 | 1 | -10 | 2 | 9
COc1ccc(-n2c(SCC(=O)Nc3cc(C)on3)nc3c([nH]c4ccccc43)c2=O)cc1 | -2 | -0.1 | 1.9 | 11 | -3 | 1 | 5 | 11 | 2
CN(CC(=O)NCCN1CCN(c2ccccc2)CC1)S(=O)(=O)c1ccc2c(c1)CCC(=O)N2 | -1 | -0.2 | 0.7 | -5 | -4 | 0 | 15 | -1 | -5
CCCCN=CC1=C(O)CC(c2ccccc2)CC1=O (stereo not given) | 1 | 0.0 | 0.2 | -5 | 0 | 1 | 11 | 2 | 7
Cc1cc(-c2ccc(C)c(S(=O)(=O)N3CCN(c4ccccn4)CC3)c2)on1 | 5 | -0.2 | 1.4 | 1 | -2 | 1 | 7 | 5 | -1
CCc1ccccc1NC(=O)c1cccc(NC(=O)/C=C/c2ccco2)c1 | 1 | 0.0 | 3.2 | -2 | 1 | 2 | -1 | 9 | -4
O=C(Nc1cccc(-c2nn[nH]n2)c1)c1csc2c1CCCC2 | 0 | 0.0 | 2.0 | -5 | -3 | 5 | 5 | -10 | 4
CCOC(=O)Cc1csc(NC(=O)Cc2ccc(C)cc2)n1 | 0 | 0.1 | 0.0 | 2 | -3 | 2 | 9 | -2 | -10
CC(=O)NC(Cc1ccccc1)c1ccc2c(c1)OCCCO2 (stereo not given) | -2 | -0.1 | 2.8 | 3 | -4 | -11 | 2 | 9 | 1
Cc1noc(COc2ccccc2OCC(N)=O)n1 | -5 | 0.0 | -2.9 | 1 | -2 | -2 | 3 | 0 | 11
O=C(NCCc1ccccc1)C1CCC(=O)N1C1CCCC1 (stereo not given) | -4 | 0.2 | -0.8 | 1 | 0 | 2 | -3 | 12 | 1
C[C@@H](O)C1NC(=O)[C@H](CCCCN)NC(=O)c2cc([N+](=O)[O-])cc(I)c2OCC[C@@H](C(N)=O)NC1=O (stereo not given in full) | 0 | 0.0 | 2.2 | -5 | -1 | 2 | -8 | 1 | 9
O=S(=O)(NN=C1CCCCCC1)c1ccccc1 | -3 | -0.3 | -4.9 | 1 | -2 | 2 | -6 | -29 | -8
Cc1ccc(OCCCC(=O)Nc2nc3ccccc3[nH]2)cc1 | 6 | -0.1 | -0.5 | 8 | -1 | -1 | 4 | -2 | -12
COc1ccc(Cl)cc1C(=O)N1CCN(Cc2ccc3c(c2)OCO3)CC1 | -2 | 0.0 | -0.4 | 5 | -1 | 1 | 1 | 6 | 12
c1ccc(-c2nc(Sc3ncnc4c3cnn4-c3ccccc3)n[nH]2)cc1 | 1 | -0.1 | -0.1 | -1 | -2 | 2 | 10 | 0 | 3
CCOC(=O)C1=C(COC(=O)CCOc2ccccc2)NC(=O)NC1C (stereo not given) | -5 | 0.2 | 1.4 | -7 | · | · | -5 | · | 2
OCC(CO)(CO)NCc1ccc(-c2ccccc2)cc1 | -2 | 0.2 | -0.2 | 0 | -3 | 6 | -7 | -10 | -8
COc1ccc(C2C(C(C)=O)=C(O)C(=O)N2c2ccc(C)cc2)cc1 (stereo not given) | 6 | 0.2 | -1.8 | -8 | -1 | -5 | -3 | -8 | -14
COc1cccc(NC(=O)CCS(=O)(=O)c2ccc3c(c2)oc(=O)n3C)c1 | -2 | -0.1 | -0.7 | 1 | 2 | 4 | 7 | 3 | -4
O=C(C(=O)N1CC=C(c2ccccc2)CC1)c1c[nH]c2ccccc12 | -1 | -0.1 | 0.7 | 3 | -2 | -3 | 0 | 7 | -13
CCCCCCC(=O)Nc1ccc(Br)cn1 | 0 | 0.0 | 0.5 | -1 | -3 | 0 | 16 | -5 | -9
C=CC[C@H](CC(=O)NCCO)C(=O)NC[C@H](OC(=O)[C@@H](CC=C)Cc1ccc(F)cc1)c1ccccc1 | · | 0.3 | · | -2 | · | · | -2 | · | 13
CC(=O)c1cccc(NC(=O)c2ccc(OC3CSC3)cc2)c1 | 4 | 0.0 | -3.2 | -5 | -1 | -4 | 9 | 1 | -1
COC(=O)Cn1cc(/C=N/NC(=O)COc2cccc3cccnc23)c2ccccc21 | 0 | -1.4 | 0.2 | 1 | 1 | 2 | 10 | -6 | -13
C#CCOCCOCCOCCNc1nc(N2CCN(C(=O)Cn3cc(CCCCN)nn3)CC2)nc(N2CCN(C(=O)[C@H](CCCCN)n3cc(CCC(=O)O)nn3)CC2)n1 | -1 | 0.1 | 3.5 | 10 | -2 | 0 | 3 | -3 | ·
COCCCNC(=O)CC(C)c1ccccc1 (stereo not given) | -3 | 0.4 | 4.0 | -9 | -4 | -2 | 5 | -6 | -2
CCOC(=O)CCNCC1COc2ccccc2O1 (stereo not given) | -2 | 0.0 | 0.4 | -3 | 0 | -1 | 0 | -3 | 5
CC(C)CCN1C(Nc2ccccc2)=NC[C@@H]1C | -3 | -0.1 | 2.9 | -4 | -4 | -2 | 8 | 10 | 3
O=C(NCc1ccco1)C(=O)c1cn(CC(=O)N2CCCC2)c2ccccc12 | -9 | 0.0 | -0.5 | -2 | 2 | 0 | -2 | 2 | ·
Cc1cc(C(=O)CSc2nnc(-c3ccc(Cl)cc3)n2CC2CCCO2)c(C)n1C (stereo not given) | 8 | 0.4 | 1.6 | -6 | -2 | -4 | -3 | -2 | 7
O=C(CN1C(=O)C2C3C=CC(C3)C2C1=O)Nc1nncs1 (stereo not given) | -6 | -0.1 | -2.4 | 4 | 0 | 1 | 5 | 2 | 22
O=C(NC1=NCCS1)c1ccccc1F | 1 | -0.1 | 3.0 | -7 | -5 | -8 | 5 | -3 | 2
CCOc1ncccc1C(=O)Nc1cccc(S(=O)(=O)N2CCOCC2)c1 | · | 0.0 | · | 4 | · | · | 3 | · | -8
CCOC(=O)c1cn(-c2ccc([N+](=O)[O-])cc2)c2cc(Cl)c([N+](=O)[O-])cc2c1=O | 5 | 0.9 | -6.8 | -7 | 2 | -3 | -10 | -14 | -1
COc1ccc(CN(CC(=O)NC2CCCC2)C(=O)CN2C(=O)COc3ccccc32)cc1 | -2 | 0.2 | 1.9 | 3 | -2 | -3 | -7 | -3 | 3
COc1ccc(CCNC(=O)CCCCC(=O)NCCc2ccc(OC)cc2)cc1 | -3 | 0.0 | 0.7 | 6 | -5 | 0 | 11 | 0 | 3
COc1ccc(NC(=O)Cc2c(F)c(F)c(F)c(F)c2F)cc1OC | -4 | 0.0 | -0.6 | 7 | -4 | 10 | 0 | 4 | 12
COc1ccc(C(=O)N2CCN(c3cccc(Cl)c3)CC2)c(OC)c1 | -2 | 0.1 | 1.7 | 3 | -5 | 0 | 4 | 8 | 1
CSCCC(NC(=O)c1ccco1)C(=O)NCC(c1ccccc1)N(C)C (stereo not given) | -4 | -0.1 | 1.4 | 6 | · | · | 6 | · | ·
